CCHFV vOTU inh: CCHFV vOTU protease inhibitors, primary screen, biochemical, Pep-AMC substrate, fluorescence; inhibition, % at 11.5 µM; Crimean-Congo hemorrhagic fever virus L polyprotein viral ovarian tumor (vOTU) protease …; hit rate 0.55% among 370,000; in the data active = inhibition above about 30%; also: 0% = vehicle wells with enzyme and 100% = no enzyme wells
BoNT A protease: BoNT/A light chain protease inhibitors, primary screen, biochemical, flow cytometry, MLPCN library | inhibition, % at 10 µM | multiplex microsphere protease substrate cleavage | hit rate 0.17% among 360,000; also: plate controls were buffer without enzyme for full effect and enzyme alone for no effect
Anthrax LF prot: Bacillus anthracis LF protease inhibitors, primary screen, biochemical, multiplex microsphere, MLPCN library | AID 588501, 2011 | hit rate 0.12% among 360,000 | inhibition, % at 10 µM | multiplex microsphere protease cleavage assay | Lethal factor (Bacillus anthracis), P15917; also: plate controls were buffer without enzyme for full effect and enzyme alone for no effect
Target sequence (P15917 whole entry, looked up): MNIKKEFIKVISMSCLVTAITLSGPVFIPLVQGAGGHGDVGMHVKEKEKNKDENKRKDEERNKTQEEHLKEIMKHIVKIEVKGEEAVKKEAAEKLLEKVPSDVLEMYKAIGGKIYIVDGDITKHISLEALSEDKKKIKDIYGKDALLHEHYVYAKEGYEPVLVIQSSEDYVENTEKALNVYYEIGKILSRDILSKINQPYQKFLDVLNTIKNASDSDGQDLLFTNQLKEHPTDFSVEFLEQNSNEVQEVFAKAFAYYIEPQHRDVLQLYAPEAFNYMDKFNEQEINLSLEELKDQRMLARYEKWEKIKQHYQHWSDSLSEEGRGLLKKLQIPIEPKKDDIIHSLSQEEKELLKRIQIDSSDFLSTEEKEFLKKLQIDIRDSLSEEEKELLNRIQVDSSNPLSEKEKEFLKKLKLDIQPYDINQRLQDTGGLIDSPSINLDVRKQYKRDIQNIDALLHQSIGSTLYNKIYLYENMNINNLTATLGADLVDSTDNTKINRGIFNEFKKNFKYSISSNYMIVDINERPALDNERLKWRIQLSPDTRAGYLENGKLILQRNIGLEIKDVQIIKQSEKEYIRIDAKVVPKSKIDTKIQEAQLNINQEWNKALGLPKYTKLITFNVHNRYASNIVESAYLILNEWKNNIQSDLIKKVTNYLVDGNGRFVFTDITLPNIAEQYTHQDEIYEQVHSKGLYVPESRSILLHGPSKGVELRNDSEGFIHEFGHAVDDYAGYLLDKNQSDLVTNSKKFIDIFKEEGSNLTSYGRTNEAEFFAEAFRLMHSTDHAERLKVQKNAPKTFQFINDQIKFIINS
TcdB GH inh: TcdB glycohydrolase inhibitors, primary screen, biochemical, single point, plate reader. TcdB glycohydrolase enzymatic assay. Toxin B (Clostridioides difficile), P18177. inhibition, % at 9.99 µM. hit rate 0.24% among 350,000; in the data active = inhibition above about 10%
FadD28 FP inh: inhibitors of FadD28 bisubstrate probe binding, primary screen, biochemical, fluorescence polarization, single point; inhibition, % at 12.5 µM; hit rate 0.22% among 360,000; Mycobacterium tuberculosis FadD28 fatty-acid-AMP ligase; in the data active = inhibition above about 8.5%, passing the limit was not always enough; inconclusive = no clear call, values can overlap the other calls
PrPC surface inh: inhibitors of human cell surface prion protein PrPC, primary screen, cell-based, TR-FRET; inhibition, % at 13.8 µM; Major prion protein (Homo sapiens), P04156; hit rate 0.43% among 370,000; TR-FRET read-out; in the data active = inhibition above about 24%; also: 0% = median of the test wells and 100% = reference compound wells
PfHsp40 yeast: rescue of yeast from PfHsp40 toxicity, primary screen, S. cerevisiae, ATP luminescence; S. cerevisiae expressing PfHsp40, growth rescue; growth rescue, % at 12.5 µM; hit rate 0.68% among 340,000; AID 504582, 2011; in the data active = growth rescue above about 28%, passing the limit was not always enough; inconclusive = no clear call, values can overlap the other calls;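 also: yeast W303a lacking pdr1 and pdr3 grown in galactose medium; growth measured after three days at 30 °C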
Yp Topo-I inh: Yersinia pestis topoisomerase I inhibitors, primary screen, biochemical, cleavage product accumulation, plate reader, single point | DNA topoisomerase I (Yersinia pestis CO92) | Y. pestis Topo-I cleavage product accumulation | activity, % at 10 µM | hit rate 0.064% among 360,000 | AID 504884, 2011; in the data active = activity above about 50%, passing the limit was not always enough; inconclusive = no clear call, values can overlap the other calls; also: inactives centre near 2
BoNT-F LC inh: BoNT/F light chain protease inhibitors, primary screen, biochemical, flow cytometry, MLPCN library; Botulinum neurotoxin type F light chain protease (Clostridium botulinum); Multiplex microsphere protease cleavage assay; AID 588497, 2011; inhibition, % at 10 µM; hit rate 0.22% among 360,000; in the data active = inhibition above about 35%, passing the limit was not always enough; inconclusive = no clear call, values can overlap the other calls; also: plate controls were buffer without enzyme for full effect and enzyme alone for no effect
The depositor's hits bear a star; ? = inconclusive; . = no result given. Rule as the data show it, unless noted: active = inhibition above about 30%; inconclusive = no clear call, values can overlap the other calls; inactive = below that.

item	mol	CCHFV vOTU inh	BoNT A protease	Anthrax LF prot	TcdB GH inh	FadD28 FP inh
1	Cc1ccc(C)c(S(=O)(=O)N2CCC3(CC2)OCCO3)c1	4	0.2	-3	0.3	-1.4
2	Cc1cccc(C)c1NC(=O)CCCSc1nnc(-c2ccc(Cl)cc2)n1-c1ccccc1	-12	-1.2	0	0.1	-1.2
3	COCCn1c(-c2ccccc2F)n[nH]c1=S	-1	0.0	-1	.	-1.5
4	CN(CCO)C(=O)c1cccc2c1-c1ccccc1C2=O	-16	0.2	2	1.0	0.6
5	CCOc1cccc(CN2CCN(Cc3ccc(C)o3)C(CCO)C2)c1O (configuration not stated)	3	0.0	-3	0.1	0.2
6	CSc1nc(C)c(C(=O)C[n+]2ccccc2C)cc1C#N	9	-0.8	-1	2.0	-1.2
7	O=C(COC(=O)c1ccccc1OC(F)F)Nc1ccc(N2CCCCC2)cc1	12	-1.7	-3	1.2	0.0
8	CC1CCCCC12NC(=O)N(CC(=O)OCc1c(F)cccc1Cl)C2=O (configuration not stated)	5	-0.1	-4	1.0	-3.0
9	O=C(Nc1ccc(CN2CCOCC2)cc1)c1cccc(F)c1	-4	2.7	0	.	-3.3
10	COc1ccccc1NC(=O)c1c(NC(=O)c2ccco2)sc2c1CCC2	-2	-0.1	-3	.	-3.2

item	PrPC surface inh	PfHsp40 yeast	Yp Topo-I inh	BoNT-F LC inh
1	-4	-0.4	-1	8
2	3	2.4	-6	-7
3	2	-0.4	3	-2
4	4	0.8	5	9
5	-2	-1.3	4	0
6	-6	11	-7	-6
7	-1	-0.1	16	-13
8	-5	-0.8	3	-4
9	10	-0.5	4	1
10	-7	0.2	0	-1

Shown with values under each structure: part of the list above.
Screens in order – CCHFV vOTU inh, BoNT A protease, Anthrax LF prot, TcdB GH inh, FadD28 FP inh, PrPC surface inh, PfHsp40 yeast, Yp Topo-I inh, BoNT-F LC inh
2. Cc1cccc(C)c1NC(=O)CCCSc1nnc(-c2ccc(Cl)cc2)n1-c1ccccc1
  -12, -1.2, 0, 0.1, -1.2, 3, 2.4, -6, -7
3. COCCn1c(-c2ccccc2F)n[nH]c1=S
  -1, 0.0, -1, ., -1.5, 2, -0.4, 3, -2
4. CN(CCO)C(=O)c1cccc2c1-c1ccccc1C2=O
  -16, 0.2, 2, 1.0, 0.6, 4, 0.8, 5, 9
5. CCOc1cccc(CN2CCN(Cc3ccc(C)o3)C(CCO)C2)c1O (configuration not stated)
  3, 0.0, -3, 0.1, 0.2, -2, -1.3, 4, 0
6. CSc1nc(C)c(C(=O)C[n+]2ccccc2C)cc1C#N
  9, -0.8, -1, 2.0, -1.2, -6, 11, -7, -6

Next section
item	mol	CCHFV vOTU inh	BoNT A protease	Anthrax LF prot	TcdB GH inh	FadD28 FP inh
11	Cc1cc(Br)ccc1NC(=O)CCN1C(=O)c2ccncc2C1=O	11	0.6	-4	.	0.4
12	CCOC(=O)CSc1nc2c(sc(=S)n2CCc2ccccc2)c(=O)n1Cc1ccco1	9	-0.8	-5	.	-0.4
13	O=C(NCc1ccccc1Cl)c1ccc(CS(=O)(=O)c2ccccc2)o1	-10	0.3	1	2.7	-2.3
14	COc1ccc(NC(=O)CSc2ncnc3sc(C)cc23)cc1	-20	0.9	0	0.4	-0.7
15	CC[C@@]1(O)C(=O)OCc2c1cc1n(c2=O)Cc2cc3c(NC(=O)CN)cccc3nc2-1	-105	1.0	-9	2.6	-2.2
16	CCCN(CC(=O)Nc1ccc(F)c(F)c1F)C(=O)c1ccc(N2CCCC2=O)cc1	6	-5.2	0	1.4	-1.3
17	CC(C(=O)N(C1CC1)C1(C(=O)Nc2ccccc2)CCCC1)N1C(=O)c2ccccc2C1=O (configuration not stated)	1	-0.6	-2	.	-23
18	Cc1ccc(C(=O)Nc2cc(C)nn2CCC#N)cc1	3	-2.3	9	-0.6	-0.6
19	CCOC(=O)c1ccc(NC(=O)NCc2ccn(CC)n2)cc1	10	-3.1	-10	.	-0.9
20	CCOc1ccccc1C(=O)NC(C(=O)Nc1cccnc1)C(C)C (configuration not stated)	8	-0.1	-2	0.9	-0.6

item	PrPC surface inh	PfHsp40 yeast	Yp Topo-I inh	BoNT-F LC inh
11	4	-0.8	6	-4
12	-3	-1.0	28	0
13	-3	0.2	6	3
14	9	-1.2	18	-9
15	-3	-1.5	1	-6
16	2	1.0	-3	-9
17	-2	-0.8	24	0
18	0	-0.5	-1	4
19	11	-1.9	-2	-9
20	7	-1.2	8	1

New compounds follow:
item	mol	CCHFV vOTU inh	BoNT A protease	Anthrax LF prot	TcdB GH inh	FadD28 FP inh
21	CCN(CC)S(=O)(=O)c1ccc(Cl)c(NC(=O)COC(=O)c2ccc([N+](=O)[O-])o2)c1	15	0.1	0	-1.7	-2.8
22	COCCn1c(Cc2ccccc2)nnc1SCC(=O)NC(C)C	10	-0.4	3	.	-2.9
23	COc1ccc2c(c1)O/C(=C\c1ccccc1O)C2=O	6	0.0	3	1.0	-0.7
24	CCOC(=O)C1CCN(CC(=O)c2c(C)[nH]c3cc(C)ccc23)CC1	5	-0.1	1	.	-1.2
25	NS(=O)(=O)c1ccc(CCNC(=O)C2CC(=O)N(Cc3ccccc3Cl)C2)cc1 (configuration not stated)	-9	-0.6	-8	0.7	-2.2
26	CC(C)(C)C(=O)N1CCN(c2ccc([N+](=O)[O-])c(-n3nc(-c4ccccc4)c4ccccc4c3=O)c2)CC1	-15	0.1	0	.	-3.6
27	CCCN1Cc2cccc(C(=O)Nc3ccc(CN4CCCC4)cc3)c2C1=O	-19	-0.5	-1	.	-3.8
28	CCC(C)NC(=O)C1CCCN(S(=O)(=O)c2ccc3c(c2)CC(C)N3C(C)=O)C1 (configuration not stated)	6	0.1	-6	2.7	-2.6
29	CCN(CC(=O)NCc1ccncc1)S(=O)(=O)c1cc(Cl)ccc1Cl	2	1.0	2	0.6	-1.3
30	CCOc1cc(NC(=O)c2ccccc2C(=O)O)c(OCC)cc1NC(=O)c1ccccc1F	35*	-2.7	-39	-9.2	-3.5

item	PrPC surface inh	PfHsp40 yeast	Yp Topo-I inh	BoNT-F LC inh
21	-24	49*	2	-2
22	5	-0.3	4	-3
23	-15	.	-4	-4
24	-4	3.4	0	4
25	-2	0.7	2	-5
26	-12	0.2	33	-6
27	4	-0.9	2	1
28	-4	1.1	2	-6
29	-19	0.7	0	-12
30	3	1.4	3	-221

Additional records
item	mol	CCHFV vOTU inh	BoNT A protease	Anthrax LF prot	TcdB GH inh	FadD28 FP inh
31	CC1CC(C)CN(C(=O)c2ccc(Br)c(S(=O)(=O)N3CCOCC3)c2)C1 (configuration not stated)	-10	-0.9	-6	-0.1	-1.8
32	COc1ccc(C(=O)OCC(=O)NCc2cccs2)c(OC)c1OC	11	0.6	-3	-2.2	-1.1
33	CN1CCN(C(=O)c2cc3c(c(-c4cccc(Br)c4)n2)[C@@H](CCO)N(S(=O)C(C)(C)C)C3)CC1 (some centres not stated)	15	0.5	-1	-3.7	0.6
34	c1ccc(-c2cc(N3CCCCC3)ncn2)cc1	4	-0.3	1	.	-0.1
35	COc1ccccc1N1CCN(CCCCOc2ccc(C)cc2C)CC1	2	1.8	-12	0.8	-2.3
36	CCn1c(=O)c(C(=O)NCc2ccccc2Cl)c(O)c2ccccc21	-8	1.5	-9	-2.2	-0.9
37	O=C(OCc1ccccc1F)c1cc(S(=O)(=O)N2CCCCC2)ccc1N1CCOCC1	-4	-0.6	6	-2.8	-2.7
38	Cc1cccc(S(=O)Cc2ccc(C(=O)N3CCOCC3)o2)c1 (configuration not stated)	-1	1.6	-1	-13	1.0
39	O=[N+]([O-])c1ccc(Cl)cc1NCC1CCCO1 (configuration not stated)	-6	-0.8	18	1.0	-0.7
40	c1ccc2nc(-c3ccc(N4CCOCC4)cc3)ccc2c1	-3	1.6	-4	.	-1.1

item	PrPC surface inh	PfHsp40 yeast	Yp Topo-I inh	BoNT-F LC inh
31	-6	-1.2	1	-2
32	0	2.4	3	2
33	8	.	.	-3
34	2	-0.7	1	-18
35	-5	-0.1	28	-8
36	-2	2.7	-6	23
37	15	.	20	-1
38	9	0.2	3	3
39	-27	-0.5	0	2
40	2	-0.9	-6	-3

Later entries.
item	mol	CCHFV vOTU inh	BoNT A protease	Anthrax LF prot	TcdB GH inh	FadD28 FP inh
41	O=C(COCc1cc(-c2ccc3c(c2)OCO3)on1)Nc1cccnc1Cl	3	2.4	0	1.5	0.5
42	COc1ccc(C)cc1NC(=O)CO/N=C(\N)CC(=O)NC1CCCCC1	11	-0.4	-2	0.6	-1.1
43	Cc1cccc(C)c1NC(=O)CNC(=O)c1cn(-c2ccccc2)nc1-c1ccccc1	15	7.6	2	0.3	-1.7
44	CCC(=O)NC(=S)Nc1cccc(Cl)c1N1CCCCC1	9	0.1	-8	.	-0.8
45	COc1ccc(C2C(C(=O)c3ccco3)=C(O)C(=O)N2CCN2CCOCC2)c(OC)c1 (configuration not stated)	-3	-1.9	-6	1.2	-1.5
46	COc1ccc(/C=C2\N=C(c3ccccc3Cl)NC2=O)cc1	3	-0.2	-14	0.0	-1.0
47	NC(=O)C1CCN(C2OC(=O)c3ccccc32)CC1 (configuration not stated)	2	0.5	1	.	-0.5
48	CN(C(=O)c1ccc(NC(=O)Cc2ccc(NC(=O)C3CCCN(C(=O)c4ccccc4)C3)cc2)cc1)C1CC1 (configuration not stated)	-10	0.3	-3	0.8	-4.8
49	CC(=O)C1=C(C)N(Cc2ccccc2)C(=O)N[C@H]1c1cccc(C(F)(F)F)c1	5	0.2	-11	1.4	-1.4
50	O=C(NCc1ccccn1)c1ccco1	0	-0.6	1	1.1	0.3

item	PrPC surface inh	PfHsp40 yeast	Yp Topo-I inh	BoNT-F LC inh
41	4	1.3	-6	-5
42	3	0.1	2	-8
43	-1	0.0	15	13
44	12	-1.3	3	-6
45	4	0.1	0	14
46	-4	.	-7	-2
47	8	-0.2	-1	-6
48	2	-1.6	16	1
49	5	-2.5	9	4
50	-2	-1.2	-6	1

The list continues.
item	mol	CCHFV vOTU inh	BoNT A protease	Anthrax LF prot	TcdB GH inh	FadD28 FP inh
51	O=C(Nn1cnnc1)c1ccc(Cl)cc1	5	-0.2	-7	0.7	-3.6
52	O=C(Nc1nnc(-c2ccco2)o1)C1CCCCC1	0	0.0	-7	0.7	-1.2
53	COc1ccccc1-c1nnc2sc(C3CCCCC3)nn12	0	-0.1	-5	.	-0.4
54	COc1ccc(OCc2nc(N)nc(Nc3cccc(C)c3C)n2)cc1	-2	-0.2	-1	.	-3.2

item	PrPC surface inh	PfHsp40 yeast	Yp Topo-I inh	BoNT-F LC inh
51	-1	4.7	-2	?
52	-4	-0.1	1	6
53	4	0.6	13	-2
54	-3	-0.4	0	-1

Screening data deposited in PubChem BioAssay by several laboratories.
